A-T KAP1 phos: potential ataxia-telangiectasia treatments restoring KAP-1 phosphorylation; AID 485349; Potency, µM (series often up to 57.5 µM), without a hit: top-dose activation, actives largely listed as activators; […] A-T fibroblasts, KAP-1 phosphorylation AlphaLISA; neocarzinostatin DNA damage 30 min before lysis; hit rate 0.19% among 320,000; also: potency is read from the fitted curve at half-maximal effect; % of control where 0% means no effect; nearly all actives have a fitted effect of over 45% in size
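ATM-like activity read as KAP-1 phosphorylation via AlphaLISA donor/acceptor antibody pairs after lysis and 6 hr at 25C. Cells were ATM-null patient fibroblasts ([…], hTERT), dosed 60 min, then exposed to the DSB inducer NCS for 30 min.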
KCNH2 3.1 inh: inhibitors of human KCNH2 3.1 potassium channel isoform; U2OS KCNH2 3.1, thallium flux FluxOr; stronger effect = lower value; activity change, % (tested at about 1.8 µM); hit rate 0.95% among 340,000;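 active = maximum activity change below -70%; inconclusive = maximum activity change from -70% to -50%; inactive = maximum activity change above -50%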;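 also: thallium influx rate constant from kinetic fluorescence after stimulation buffer; % is scaled to controls: 0 for no effect and ±100 for the full control effect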
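U2OS cells transduced with KCNH2 3.1 mutant virus (1.77 x 10^8 /mL, 4 h), plated overnight at 37 C, loaded 45 min with FluxOr dye plus Red40 quencher. Thallium flux rate constant from kinetic reads after stimulation buffer, normalised to controls.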
Coupling enz: counter-screen for Giardia aldolase inhibitors: coupling enzyme system | coupling enzyme system counterscreen, AmpLite Red fluorescence | activity change, negative = inhibition, % at 58.2 µM, hits read low | hit rate 0.67% among 290,000; in the data active = activity change below about -30%; also: % is scaled to controls: 0 for no effect and ±100 for the full control effect
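Coupling enzymes only (glyceraldehyde-3-phosphate) + compound, at 57.5 uM final, 10 min RT; add substrate/coupling/AmpLite Red mix, 20 min RT; fluorescence ex 525/em 598 nm. Actives flag coupling-system interference.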
GALK inhibitor: galactokinase (human) inhibition; P51570; Purified GALK, Kinase-Glo residual ATP luminescence; Potency, µM (titrated, usually from 57.5 µM), inactives show at the top dose activity change, negative = inhibition, usual class: inhibitors; hit rate 0.007% among 270,000; AID 1868; also: potency is read from the fitted curve at half-maximal effect; % is scaled to controls: 0 for no effect and ±100 for the full control effect
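Galactose (100 uM) and ATP (35 uM) were turned over by 5 nM GALK for 1 h at RT. Kinase-Glo Plus then converted the remaining ATP into a luminescent signal.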
ASM inhibitor: inhibitors of human secretory acid sphingomyelinase; P17405; placental ASM, HMU-PC fluorogenic substrate, 60 min; Potency, µM (titrated, usually from 57.5 µM), without a hit: at the top dose activity change, negative = inhibition, usual class: inhibitors; hit rate 0.006% among 340,000; AID 504937; also: potency is read from the fitted curve at half-maximal effect
Target sequence (P17405 47-631 limits assumed): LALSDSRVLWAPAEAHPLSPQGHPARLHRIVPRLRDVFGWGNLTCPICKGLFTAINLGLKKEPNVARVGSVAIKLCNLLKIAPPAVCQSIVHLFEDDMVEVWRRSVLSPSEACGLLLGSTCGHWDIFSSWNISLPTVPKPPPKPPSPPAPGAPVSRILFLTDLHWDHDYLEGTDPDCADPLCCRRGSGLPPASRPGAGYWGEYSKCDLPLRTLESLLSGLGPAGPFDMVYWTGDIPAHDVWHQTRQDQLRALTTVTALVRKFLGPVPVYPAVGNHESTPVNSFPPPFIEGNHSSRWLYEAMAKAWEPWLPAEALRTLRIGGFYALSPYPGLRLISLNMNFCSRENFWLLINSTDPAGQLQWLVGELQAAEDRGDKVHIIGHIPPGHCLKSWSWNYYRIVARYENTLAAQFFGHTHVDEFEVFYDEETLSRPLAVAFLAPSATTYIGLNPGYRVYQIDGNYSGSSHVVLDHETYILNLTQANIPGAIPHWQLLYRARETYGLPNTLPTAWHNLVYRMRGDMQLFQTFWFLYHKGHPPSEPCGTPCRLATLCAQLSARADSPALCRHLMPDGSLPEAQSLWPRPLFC
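qHTS format. ASM enzyme prepared from human placenta hydrolyses the fluorogenic substrate HMU-PC0 (9 uM final) over 60 min at 37 °C after a 10 min compound preincubation.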
MBNL1-CUG inh: inhibitors of human MBNL1 binding to CUG repeat RNA; Q9NR56; TR-FRET MBNL1-His/biotin-(CUG)12 binding, 665/545 ratio; Potency, µM (titrated, usually from 57.5 µM), inactives show top-dose activity change, negative = inhibition, usual class: inhibitors; hit rate 0.036% among 280,000; active = well fitted inhibition curve with a large enough effect in the signal ratio, with a control signal flat, not every such curve was filed as active; inconclusive = small, poorly fitted or top-dose-only effect, or effect the other way, or a change in a side signal; inactive = no such curve, though single readings can be large or run the other way; the % refers to the signal ratio; also: potency is read from the fitted curve at half-maximal effect; % is scaled to controls: 0 for no effect and ±100 for the full control effect
Target sequence (Q9NR56 whole entry, looked up): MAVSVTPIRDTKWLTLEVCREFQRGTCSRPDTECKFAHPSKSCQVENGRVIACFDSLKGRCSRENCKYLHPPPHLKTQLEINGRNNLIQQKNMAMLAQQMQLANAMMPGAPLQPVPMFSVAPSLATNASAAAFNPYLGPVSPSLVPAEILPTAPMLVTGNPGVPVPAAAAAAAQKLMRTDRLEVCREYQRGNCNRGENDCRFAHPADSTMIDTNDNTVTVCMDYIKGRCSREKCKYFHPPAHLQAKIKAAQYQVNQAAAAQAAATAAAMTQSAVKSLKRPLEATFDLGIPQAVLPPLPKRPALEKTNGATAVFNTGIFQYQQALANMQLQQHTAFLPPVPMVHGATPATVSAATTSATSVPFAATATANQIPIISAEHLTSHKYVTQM
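TR-FRET readout: Ex 340 nm, 665/545 nm emission ratio, normalized to buffer-only (basal) and MBNL1-(CUG)12 controls. Complex of MBNL1-His with Biotin-(CUG)12, compounds 92 nM–58 uM, incubated 60 min at room temperature.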
a7 integrin act: activators of alpha7 integrin expression for muscular dystrophy | alpha7betagal myoblasts, beta-gal FDG fluorescence, 48 h | Potency, µM (doses to about 38.3 µM), without a hit: at the highest dose activation, most hits filed as activators | hit rate 0.064% among 350,000;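 also: potency is read from the fitted curve at half-maximal effect; 100% = response of the positive control SU9516; nearly all actives have a fitted effect of over 60% in size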
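alpha7betagal+/- myoblasts (passage 13, 250/well) treated 48 h at 37C with compounds at 1:260 dilution of DMSO stock. Lysed, then beta-galactosidase activity read as FDG fluorescence (ex 480/em 540) after 30 min, with pre-read for autofluorescence.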
CXXC DNA block: MLL CXXC-DNA interaction inhibition; Q03164; MLL-CXXC / FITC-HOXA9 DNA fluorescence polarization; Potency, µM (titrated, usually from 115 µM), for inactives: top-dose activity change, negative = inhibition, usual class: inhibitors; hit rate 0.037% among 290,000; active = well fitted inhibition curve with a large enough effect in the polarisation, with a control signal flat, not every such curve was filed as active; inconclusive = small, poorly fitted or top-dose-only effect, or effect the other way, or a change in a side signal; inactive = no such curve, though single readings can be large or run the other way; the % refers to the polarisation; also: potency is read from the fitted curve at half-maximal effect
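Purified MLL-CXXC (added from a 7 uM solution) was preincubated 5 min at ambient with pinned compounds in 50 mM Tris-HCl pH 7.5, 50 mM NaCl, 1 mM DTT, 0.05% BSA. Fluorescein-labeled HOX-A9 DNA (50 nM solution) followed, 30 min, then polarization read.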
TRPV1 ag: human TRPV1 agonism; Q8NER1; TRPV1-expressing cells, Fluo-8 calcium influx, agonist mode; activation, % at 8.33 µM; hit rate 0.19% among 320,000; AID 540275; in the data active = activation above about 80%; inconclusive = between about 30% and that limit; also: 0% is about no effect
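Fluo-8 calcium influx in TRPV1-expressing cells, kinetic read (ex 480/em 520 nm). Compound added and read 3 min for agonist activity, followed by capsaicin at EC20 final and 2 min further read for enhancement.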
KCNH2 WT inh: blocks the wildtype human KCNH2 potassium channel; Q12809; U2OS, BacMam KCNH2, thallium flux FluxOr; stronger effect = lower value; activity change, % at 1.84 µM; hit rate 0.37% among 340,000;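 active = maximum activity change below -70%; inconclusive = maximum activity change between -70% and -50%; inactive = maximum activity change above -50%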; also: % is scaled to controls: 0 for no effect and ±100 for the full control effect
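U2OS cells transduced with wild-type KCNH2 virus are loaded with FluxOr dye for 45 min, and thallium flux is measured in kinetic reads before and after stimulation buffer. Rate constants are normalized to DMSO controls.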
An asterisk follows results filed as active; ? = inconclusive; · = no result given; [ ] = another dose, or the depositor's remark. Unless noted, calls follow the shape of the dose curve; as a rule, active = well fitted curve in the direction sought with a large enough effect; inconclusive = small, poorly fitted or top-dose-only effect, or another doubt; inactive = no such curve, though single readings can be large; an effect the other way counts as inactive or inconclusive.

no. | smiles | A-T KAP1 phos | KCNH2 3.1 inh | Coupling enz | GALK inhibitor | ASM inhibitor | MBNL1-CUG inh | a7 integrin act | CXXC DNA block | TRPV1 ag | KCNH2 WT inh
1 | Cn1c(C(=O)N2CCCC(C(=O)NCc3ccc4c(c3)OCO4)C2)cc2sccc21 (stereo not given) | 14% | 11 | 2 | 3% | 3% | 15% | -2% | 19% | -1 | 6
2 | Cc1c(C(=O)O)cccc1-c1ccc(/C=C2\SC(=O)NC2=O)o1 | -6% | 7 | 14 | 1% | 15% | ? | 0% | 0% | -1 | 0
3 | C/C(CC(=O)Nc1ccc(N(C)C)cc1)=N\NC(=O)c1ccccc1F | -1% | 1 | 2 | -2% | -2% | 7% | 20% | -3% | 0 | -21
4 | COc1ccc(N(CC(=O)NC2CCCC2)C(=O)Cn2nnc(-c3ccc(C)cc3)n2)cc1 | 2% | -25 | -1 | -4% | -7% | -1% | -24%[7.66 µM] | -1% | -7 | 21
5 | Cc1cccc(C)c1NS(=O)(=O)c1ccc(-c2cnc(C3CC3)o2)cc1 | 2% | 11 | · | -8% | -2% | -1% | -37% | 0% | 6 | -13
6 | CC(C(=O)Nc1ccc(Cl)cc1)c1ncc(C(F)(F)F)cc1Cl (stereo not given) | 9% | -7 | 3 | 0% | 2% | -8% | 20% | -6% | -1 | 14
7 | COc1cc(NC(=O)COC(=O)CNC(=O)c2ccc(Cl)cc2)c(C)cc1[N+](=O)[O-] | -1% | 13 | 9 | 3% | 0% | 27% | -8% | 10% | 1 | -35
8 | Cc1ccn2cc(CCNC(=O)CC(C)(C)C)nc2c1 | 2% | -5 | 0 | -5% | 0% | 1% | -1% | -4% | -2 | 5
9 | CCC(OC(=O)C1=Cc2ccccc2OC1)C(=O)NCc1ccco1 (stereo not given) | 4% | 2 | 3 | -1% | 6% | 14% | 14% | -9% | 13 | 2
10 | COc1ccc(CC(=O)OCC(=O)Nc2cccc(Br)c2)cc1 | 7% | 20 | -4 | -2% | -3% | -1% | 23% | -4% | 21 | 0
11 | CCc1ccc(C(=O)COC(=O)c2ccco2)cc1 | 3% | 10 | · | 0% | 1% | -2% | 10% | -4% | 19 | -16
12 | Cc1ccc(S(=O)(=O)NCC(=O)OCC(=O)NC2CCCCC2)cc1 | -5% | 9 | · | · | -4% | · | 4% | · | · | 1
13 | CN(C)CCn1c(=S)[nH]c2ncccc2c1=O | -1% | 1 | 0 | -2% | 0% | -15% | 14% | -4% | 1 | -6
14 | Nc1c(Cl)cc(C2=NCCn3nc4ccccc4c32)cc1Cl | 1% | 3 | · | · | 0% | · | -20% | · | 3 | -4
15 | Cc1cc(OC(=O)c2ccc(C(C)(C)C)cc2)c([N+](=O)[O-])c(=O)[nH]1 | -3% | -1 | · | 6% | -1% | -13% | 0% | 2% | -6 | 10
16 | CCOc1ccccc1Nc1cc(C)nc2ccc(C)cc12 | · | -1 | · | · | -2% | · | -26% | · | · | -2
17 | COc1ccccc1NC(=O)COc1ccc(C(=O)NCc2ccccc2)cc1OC | 1% | -6 | · | · | -1% | · | -9% | · | 19 | -6
18 | COc1ccc(C2C=C(c3ccc(C)cc3)Nc3ncnn32)cc1 (stereo not given) | 4% | -4 | -3 | -1% | 216%[activator] | 56%[activator] | -23% | 17% | -1 | 5
19 | CCOC(=O)c1c(NC(=O)CN2CCN(C(=O)c3ccco3)CC2)sc(C)c1C | 12% | -8 | · | -6% | -2% | 2% | -40% | 7% | 14 | -1
20 | COC(=O)C1CCN(c2cc(Cl)nc(N)n2)CC1 | 1% | 6 | 0 | 6% | 3% | -7% | -23% | 0% | -4 | -1
21 | CCN1CCCC1CN(Cc1cc2ccc(C)cc2[nH]c1=O)C(=S)Nc1ccccc1C(=O)OC (stereo not given) | -4% | ? | 2 | 11% | 4% | -2% | -48%[inhibitor] | 3% | 13 | -16
22 | O=C(Cn1[nH]c(=O)c2ccccc2c1=O)N1CCN(S(=O)(=O)c2ccc(Cl)cc2)CC1 | 8% | 7 | · | · | 0% | · | 9% | · | -2 | -1
23 | NC(=O)C1(Nc2ccc(-c3ccc(Cl)cc3)cc2)CCCC1 | · | 13 | · | · | -4% | · | 4% | · | · | -4
24 | CC(NC(=O)c1cccnc1)C(c1cccs1)N1CCN(c2ccccc2F)CC1 (stereo not given) | -6% | -11 | 2 | 4% | -4% | -5% | 4% | -5% | 1 | 3
25 | C=CCNC(=O)C1CC2Cn3c(nc4cc(Cl)c(Cl)cc43)C2N1C (stereo not given) | 0% | 21 | · | · | 2% | · | 14% | · | -2 | 0
26 | CC1(C(=O)NNC(=O)c2cccc([N+](=O)[O-])c2)CC1(Br)Br (stereo not given) | 7% | 8 | -9 | -10% | 4% | ? | 36% | -12% | 1 | -2
27 | O=c1[nH]c(Cc2cccs2)nc2scc(-c3ccc(Cl)cc3)c12 | 1% | -6 | 0 | · | -2% | -1% | -18% | 2% | 20 | 8
28 | Cc1ccc2nc(SCC(=O)Nc3ccc(F)c([N+](=O)[O-])c3)[nH]c2c1 | -5% | -5 | 0 | 0% | -11% | · | -32% | 27% | 21 | -4
29 | Cc1cccc(CN2CCSCC2)c1 | 2% | -12 | -2 | -2% | 1% | -4% | -3% | -2% | 2 | 2
30 | c1ccc(Nc2cc(Nc3ccccc3)[nH]n2)cc1 | -3% | 1 | -9 | -1% | -3% | 5% | 18% | 0% | 1 | -13
31 | CS(=O)(=O)N1CCN(C(=O)COc2ccc3ccccc3c2)CC1 | 20% | 7 | 0 | 1% | -3% | -1% | -2% | -2% | ? | -6
32 | COc1ccc(OC)c(Nc2nc(NCc3ccco3)nc(N)c2[N+](=O)[O-])c1 | 20% | -44 | -3 | · | 1% | 1% | 4% | -13% | 13 | 8
33 | Cn1c(=O)c2c(ncn2CCN(CCO)Cc2ccccc2)n(C)c1=O | 5% | 10 | -1 | -1% | 4% | 2% | 15% | -3% | 6 | 8
34 | S=C(Nc1ccccc1)N1CCCCCCC1 | -3% | -11 | 0 | 1% | 0% | -6% | -26% | 6% | 2 | -1
35 | CC(=O)c1c(C)[nH]c(C(=O)OCC(=O)Nc2c(C)cccc2C)c1C | 3% | 0 | · | · | 1% | · | 17% | · | 3 | -14
36 | CCC(=O)N1CCc2cc(Br)cc(S(=O)(=O)NCCCN(CC)Cc3ccccc3)c21 | -1% | -12 | 0 | 5% | -1% | -20% | -16% | -7% | 3 | 2
37 | CCC(NC(=O)c1ccc(C#CC2(O)CCCCC2)cc1)C(=O)O (stereo not given) | 17% | 7 | 7 | 0% | 1% | -7% | -1% | -15% | 1 | 3
38 | Cc1c(NC(=O)c2ccc(N3CCCC3)c([N+](=O)[O-])c2)cccc1-c1nc2ccccc2s1 | · | -18 | 0 | 0% | -14% | 3% | -11% | -6% | 5 | -14
39 | NC(=O)c1ccc(Sc2nnc(-c3cccs3)n2CC2CCCO2)c([N+](=O)[O-])c1 (stereo not given) | 0% | 9 | 3 | -1% | -2% | ? | -36% | 2% | 4 | 1
40 | O=C(CSC(=S)N1CCCC1)c1cc(Br)cc(Br)c1O | 0% | 2 | -14 | 4% | 2% | -16% | -50%[inhibitor] | 14% | 0 | -5
41 | CCOc1cc(C(=S)N2CCOCC2)ccc1O | · | -9 | 5 | -2% | 0% | 4% | -17% | 7% | 1 | -24
42 | Cc1ccc2ncccc2c1NS(=O)(=O)c1ccccc1 | -15% | 13 | 0 | 7% | 3% | -2% | -13% | 18% | 0 | 6
43 | CCc1nnc(SCc2ccc(C(=O)OC)o2)n1N | -3% | -4 | 2 | 3% | -3% | -17% | 22% | 2% | 2 | 0
44 | CCOc1ccc(NC(=O)CN(C)C(=O)c2cccc(S(=O)(=O)N3CCN(C)CC3)c2)cc1OCC | · | 5 | · | · | 1% | · | -27% | · | · | 2
45 | CN(C)CCNc1c2c(nc3nnnn13)CCCC2 | 0% | 7 | 2 | 0% | 2% | -4% | -25% | -9% | -2 | 4
46 | CC(=O)C1=C(O)C(=O)N(CCc2c[nH]c3ccccc23)C1c1ccc(C)cc1 (stereo not given) | 1% | 5 | 11 | 6% | 11% | 1% | -30% | 4% | 2 | -4
47 | COc1ccc([C@H]2CC(=O)C=C(C#CC(C)(C)C)C2)cc1 | 8% | -9 | · | · | -6% | · | 1% | · | ? | -35
48 | CNC(=S)NNC(=O)c1sccc1OCc1ccc(C)cc1 | -4% | 3 | 1 | -2% | 0% | -4% | -2% | -2% | -1 | 43
49 | Cc1nn(-c2ccccc2)c(C)c1C(=O)OCC(=O)NC(=O)NC1CCCCC1 | 13% | -20 | 5 | -1% | -5% | -3% | 22% | -4% | -2 | -1

Screens from PubChem.

Compounds as they come (roughly 2% active in at least one column).
